# CXCR6 block = inhibitors of human CXCR6 receptor; O00574; CHO-K1 PathHunter CXCR6 beta-arrestin, luminescence; inhibition, % at 20 µM; actives 0.36% (n = 360,000); AID 602244; in the data active = inhibition above about 34%, passing the limit was not always enough;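 also: antagonist mode with CXCL16 agonist at 10 nM final; 0% = 10 nM CXCL16 with DMSO and 100% = unstimulated wells without agonist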
# Gli-Sufu antag = blocks Gli-Sufu signaling in a luciferase reporter | Sufu-KO-LIGHT fibroblasts, Gli luciferase reporter luminescence | inhibition, % at 5 µM | actives 0.74% (n = 340,000);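 active = inhibition above about 55%, limit read from the data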;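 also: 0% = DMSO-treated cells and 100% = wells with medium but no cells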
# UBC13 polyUb = blocks human UBC13 polyubiquitin chain formation. P61088. TR-FRET. inhibition, % at 20 µM. actives 0.47% (n = 330,000). AID 485273; in the data active = inhibition above about 45%, passing the limit was not always enough; inconclusive = no clear call, values can overlap the other calls
# Target sequence (P61088 whole entry, looked up): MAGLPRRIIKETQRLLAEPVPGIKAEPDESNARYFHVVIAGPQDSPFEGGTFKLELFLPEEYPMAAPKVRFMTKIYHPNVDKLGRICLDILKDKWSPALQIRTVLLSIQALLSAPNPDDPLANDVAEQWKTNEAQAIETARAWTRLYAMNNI
# Jurkat NFkB inh = inhibitors of the PMA/ionomycin-induced NF-kB reporter in Jurkat cells; PMA/ionomycin-induced NF-kB luciferase reporter, luminescence; inhibition, % at 4 µM; actives 0.53% (n = 330,000); in the data active = inhibition above about 50%
# EBI2 antag = EBI2 (human) antagonism. EBI2 beta-arrestin recruitment, luminescence, 7a,25-OHC stimulated. inhibition, % at 5 µM. actives 0.81% (n = 360,000). AID 651636; in the data active = inhibition above about 38%;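 also: enzyme fragment complementation signal reports receptor beta-arrestin coupling in cells; 0% = agonist plus DMSO wells and 100% = wells without agonist; some results beyond the cut were filed as inactive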
# Target sequence (P32249 whole entry, looked up, the tested form may be a part): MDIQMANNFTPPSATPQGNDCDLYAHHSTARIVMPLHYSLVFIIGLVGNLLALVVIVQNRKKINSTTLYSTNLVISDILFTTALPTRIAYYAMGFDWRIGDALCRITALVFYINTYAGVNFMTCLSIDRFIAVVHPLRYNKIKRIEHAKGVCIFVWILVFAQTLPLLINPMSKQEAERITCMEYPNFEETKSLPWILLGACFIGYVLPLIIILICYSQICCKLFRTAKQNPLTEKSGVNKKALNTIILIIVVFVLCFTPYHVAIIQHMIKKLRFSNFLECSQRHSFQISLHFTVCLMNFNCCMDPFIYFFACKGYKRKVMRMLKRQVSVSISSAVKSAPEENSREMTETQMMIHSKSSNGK
# APJ antag = antagonists of human APJ apelin receptor; P35414; CHO-K1 APJ beta-arrestin complementation, luminescence; inhibition, % at 20 µM; actives 0.32% (n = 330,000); AID 2521;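 active = inhibition above about 40% at 20 µM, limit read from the data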;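 also: cells challenged with 10 nM apelin-13 agonist together with compound; plate controls were apelin-13 plus DMSO wells for no effect and DMSO wells lacking apelin-13 for full effect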
# CCR6 antagonist = antagonists of human CCR6 receptor | CHO-K1 CCR6 PathHunter beta-arrestin, luminescence, CCL20-stimulated | inhibition, % at 20 µM | actives 0.49% (n = 340,000);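 active = compounds whose inhibition of the agonist-driven luminescence signal at 20 µM reaches about 50%, limit read from the data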;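 also: cells stimulated with CCL20 at 14 nM final; plate controls were DMSO with CCL20 for no effect and DMSO without agonist for full effect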
# Target sequence (P51684 whole entry, looked up): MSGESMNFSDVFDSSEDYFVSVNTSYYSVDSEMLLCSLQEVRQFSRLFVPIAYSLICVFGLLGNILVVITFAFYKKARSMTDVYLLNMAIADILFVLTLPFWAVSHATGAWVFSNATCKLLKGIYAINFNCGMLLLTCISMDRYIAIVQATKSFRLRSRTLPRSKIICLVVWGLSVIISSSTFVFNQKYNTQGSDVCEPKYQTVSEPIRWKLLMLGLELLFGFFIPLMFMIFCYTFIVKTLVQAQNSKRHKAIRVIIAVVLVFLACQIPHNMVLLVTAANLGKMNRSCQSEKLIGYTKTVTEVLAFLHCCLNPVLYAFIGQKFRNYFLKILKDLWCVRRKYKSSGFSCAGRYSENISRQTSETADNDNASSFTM
# 697 NFkB inh = lowers PMA/ionomycin-induced NF-kB signal in 697 B cells. actives 0.33% (n = 330,000). inhibition, % at 4 µM. 697 B-cell NF-kB luciferase reporter, 16 h; in the data active = inhibition above about 35%
# * marks the source's active call; other numbers are inactive results; ? = inconclusive; . = not tested or not shown.
# Fields: CXCR6 block, Gli-Sufu antag, 697 NFkB inh, Jurkat NFkB inh, APJ antag, UBC13 polyUb, CCR6 antagonist, EBI2 antag
1	CCOCCc1nnc(NC(=O)C(CC)c2ccccc2)s1 (stereo unspecified)
 : -4, -1, 4, -4, -2, 2, -4, -1
2	CCN(CC)c1ccc(NC(=O)c2ccc3c(c2)c(C)c(C)n3C)cc1
 : -3, 22, -6, 18, 7, -20, 13, 26
3	COC(=O)Cc1csc(NC(=O)c2ccc3ncsc3c2)n1
 : -7, -46, -58, -22, -2, 1, 15, -2
4	CCc1cc(C(=O)c2ccccc2OC)c(N)s1
 : 10, 0, -42, -18, 7, -10, 3, 1
5	COc1ccc2c(COC(=O)c3ccc(C)c(S(=O)(=O)N4CCOCC4)c3)cc(=O)oc2c1
 : -2, -3, ., ., ., ., 3, -2
6	CCN(CC)c1nc(=S)nc(NC(C)(C)C)[nH]1
 : 6, 18, 2, -2, -23, 1, 14, 2
7	O=C(CSc1cccc[n+]1[O-])Nc1ccc(C(F)(F)F)cc1[N+](=O)[O-]
 : -12, 13, 7, -1, -42, 11, -24, -3
8	O=C(Nc1nc(SCc2ccc(F)cc2)ns1)c1ccco1
 : 4, -10, -42, -5, -23, -5, -11, 9
9	CCCC(=O)Nc1cccc(-c2nc3ccccc3c(=O)o2)c1
 : -4, 1, 15, -3, 10, 5, 4, -7
10	C/C(=N\NC(=O)Cc1cccn1C)c1cccs1
 : -3, 3, -28, -5, -7, -17, -3, 10
11	COc1ccc(Cc2nc3ccc(C(=O)N4CCCCC4CCO)cc3o2)cc1 (stereo unspecified)
 : 2, -9, -16, -14, -21, -5, 13, -11
12	CCN(CC)c1ccc(C2C(C(=O)OCCOC)=C(C)NC3=C2C(=O)CCC3)cc1 (stereo unspecified)
 : -12, 3, 17, -11, -5, 6, -1, -8
13	CC(c1ccccc1)c1nnc(NC(=O)c2ccc3c(c2)OCO3)s1 (stereo unspecified)
 : -7, -7, -29, -8, -12, 0, -2, 2
14	O=C(Nc1ccccc1-c1ccccc1)c1ccc(=O)[nH]n1
 : 0, -21, -47, -31, 3, -9, 1, -5
15	O=S(=O)(Nc1nc2ccccc2nc1NCc1ccco1)c1ccccc1
 : 0, -4, -18, 5, -11, -6, -9, 3
16	Cc1ccc(NC(=O)c2ccccc2OCc2ccc([N+](=O)[O-])cc2)nc1
 : -5, -8, -14, -12, -16, -11, 9, 5
17	S=C(Nc1ccccc1)N(Cc1ccccc1)Cc1ccncc1
 : 2, -12, 5, -2, -13, -3, 7, -2
18	CC(=O)Nc1c(C(=O)N2CCCCCC2)cnn1-c1ccccc1Cl
 : 2, 3, -8, -4, -5, -2, -3, -1
19	O=C(NC1CC2CCCC(C1)N2Cc1ccc(F)cc1)c1ccc(F)cc1 (stereo unspecified)
 : 10, 15, -8, -2, -3, -2, 17, -3
20	CCCCNc1c(N2CCN(C(=O)OCC)CC2)c(=O)c1=O
 : -3, -5, -5, -12, 10, -2, 5, 2
21	COc1cc(NC(=O)C2CCN(c3cnccn3)CC2)cc(OC)c1OC
 : 2, -2, 4, 13, 10, -2, -2, -10
22	NC(=O)c1ccccc1OCC(=O)N1CCC(Cc2ccccc2)CC1
 : -1, 53, -20, 33, 43*, 12, 8, -6
23	CCOc1ccc(OCC)c(S(=O)(=O)NCc2ccc3c(c2)OCO3)c1
 : 1, 14, -47, 1, -3, -13, 13, -10
24	O=C(NCC(c1cccs1)N1CCOCC1)c1cn(-c2ccccc2)nc1-c1ccc(F)cc1 (stereo unspecified)
 : -4, 10, -14, -4, 3, -8, 4, 6
25	CC(C)(C)c1ccc(S(=O)(=O)CC(O)CSc2nc3c(cc2C#N)CCCC3)cc1 (stereo unspecified)
 : -4, 15, 12, -7, -5, 11, 0, -8
26	CCN(C(=O)CSc1nnc(-c2ccccc2)o1)c1c(N)n(Cc2ccccc2)c(=O)[nH]c1=O
 : 5, -5, 4, -7, -1, -2, -1, 4
27	O=C(/C=C/c1ccccc1)N/C(=C/c1ccccc1)C(=O)Nc1ccc(C(=O)O)cc1
 : 1, 5, 6, -2, 5, -4, 1, 0
28	N#Cc1ccc(C(=O)NN2C(=O)NC3(CCCCC3)C2=O)cc1
 : -9, -3, 24, -2, 13, -8, 11, -6
29	COc1ccccc1Oc1coc2c(CN3CCOCC3)c(O)ccc2c1=O
 : 2, -1, 22, 13, -3, 23, 13, -8
30	CCOc1ccc(CCNC(=O)CCn2ccc3cc(S(=O)(=O)N4CCCC4)ccc32)cc1
 : -4, 3, -24, 11, 13, -3, 11, 1
31	Cc1ccc(-c2nnc(Nc3ccc(OCC(N)=O)cc3)c3ccccc23)cc1S(N)(=O)=O
 : 2, 2, 13, -12, 5, 11, 13, -20
32	COc1cccc(-c2c(C(=O)N/N=C(\C)c3cccs3)nnn2-c2nonc2N)c1
 : -6, 8, 9, 10, -14, -4, 2, -9
33	CCN(CC(=O)NC)S(=O)(=O)c1ccc(C)cc1
 : 3, 0, 11, 2, -18, 0, -1, -11
34	CS(=O)(=O)N(CCCC(=O)N1CCCCCC1)c1cccc(Cl)c1
 : 2, 8, -12, 0, 11, -3, 4, -2
35	O=C(NC(=S)N1CCc2ccccc21)c1ccccc1Cl
 : 14, -21, -44, -41, 11, 3, 16, -6
36	CCc1nnc(NC(=O)CSc2nnc(Cc3ccccc3)n2Cc2ccccc2)s1
 : -2, 3, 0, 2, 17, -18, 2, 9
37	COCCCN=Cc1c(C)[nH]n(-c2ccc(Br)c(C)c2)c1=O
 : -12, -48, -221, -112, 19, 0, 5, 0
38	Oc1ccc(Cl)cc1C=Nc1ccc2c3c(cccc13)CC2
 : 11, 15, -7, 9, -4, -10, 16, -15
39	Cc1onc(-c2ccccc2)c1C(=O)O/N=C(\N)c1ccc([N+](=O)[O-])o1
 : -5, -9, 6, 26, -24, -4, -4, -5
40	CCSc1ncc(C#N)c(N)n1
 : 0, 3, -14, 0, -16, -5, -1, -10
41	O=C1CCC(C(=O)N2CCC(O)CC2)CN1CCc1ccc(Cl)cc1 (stereo unspecified)
 : -1, 3, 4, 2, 6, 1, -1, -7
42	Cc1ccc(N(CC(=O)N/N=C/c2cccs2)S(C)(=O)=O)cc1
 : 6, -6, 2, -5, -21, -10, 13, -6
43	COc1ccc(N(C(=O)c2snc(C(N)=O)c2N)C(C(=O)NCc2ccc(F)cc2)c2ccc(C)o2)c(OC)c1 (stereo unspecified)
 : 14, 3, 9, 21, -1, 5, 14, 14
44	CCOC(=O)c1[nH]c(C)c(C(=O)Nc2cccc(Cl)c2C)c1C
 : -4, -11, -16, 42, 23, 6, 12, 6
45	Cc1ccc2cccc(N=Cc3c(C)[nH]n(-c4ccccc4)c3=O)c2n1
 : 69*, 11, ., ., ., ., 89*, 78*
46	Cc1ccccc1N1C(=O)CC(N2CCN(C(=O)c3ccco3)CC2)C1=O (stereo unspecified)
 : -6, 4, -5, -9, 17, -5, -3, 3
47	COc1cc(-c2nnc(COc3ccc4cc(Br)ccc4c3)o2)cc(OC)c1OC
 : 3, 1, 26, 10, 15, 11, 8, 56*
48	CC(=O)Nc1ccc(NC(=O)C23CC4CC(C2)CC(n2cnc(Br)n2)(C4)C3)cc1
 : 4, -1, -1, 5, 12, 3, 12, -2
49	Cc1ccc(C(=O)Nc2cccnc2)cc1S(=O)(=O)N1CCCC1
 : 3, -7, -1, -9, 15, 6, 1, -5
50	C=C(C)CNC(=O)c1ccc(OC2CCN(S(=O)(=O)N(C)C)CC2)cc1
 : 6, -5, 5, -7, 15, 3, 11, -5

# Following part
# Fields: CXCR6 block, Gli-Sufu antag, 697 NFkB inh, Jurkat NFkB inh, APJ antag, UBC13 polyUb, CCR6 antagonist, EBI2 antag
51	Cn1cc(CN2CCN(c3cnccn3)CC2)c(-c2cccc(Cl)c2)n1
 : 6, 9, 10, 13, 6, 4, -2, 4
52	COc1cc(C(=O)NCc2ncccc2C)ccc1OC1CCN(C(C)=O)CC1
 : 2, -3, -8, 4, -8, -13, 9, -4
53	CN1C(=O)C(=C2CCCCCC2)SC1=S
 : 1, -4, 7, 1, -5, -1, 23, -1
54	COc1cccc(CN2CCN(C(=O)c3cc(-c4cccnc4)nc4ccc(C)cc34)CC2)c1
 : 3, 18, 2, 2, 15, 20, -1, -5
55	Fc1ccc(/C=N\Nc2cccc(F)c2)cc1
 : -14, 11, 2, -9, 3, 4, 0, -4
56	O=C(NC1CCCC1)c1cccc(Cn2cc([N+](=O)[O-])cn2)c1
 : 2, 4, -8, 7, 10, 9, 6, -1
57	COc1c2ccc(OCC/C(C)=C/C(=O)C=C(C)C)cc2nc2occc12
 : 0, -19, -26, 2, -1, -8, 13, 0
58	Cc1cc(C=O)c(C)n1-c1ccc(NC2CCCC2)c([N+](=O)[O-])c1
 : 14, 10, 7, -3, -11, -29, 24, -1
59	CCOc1ccc(NC(=O)N2CCC(NC(=O)C(Cc3cccc(F)c3)NC(C)=O)CC2)cc1 (stereo unspecified)
 : 12, -8, 0, 1, -32, -8, 7, 2
60	Cc1ccc(S(=O)(=O)N2CCN(C(=O)CN3C(=O)NC4(CCCC4)C3=O)CC2)c(C)c1
 : 0, 2, -1, -1, 6, -2, -4, 8
61	Cc1ccc(N2CC(=O)N(NC(=O)CN3CCN(c4ccccc4)CC3)CC2=O)cc1
 : -1, -4, -1, -7, 4, -6, 2, -6
62	CC(C)C1Cc2c(sc3[nH]c(=S)n(Cc4ccccc4)c(=O)c23)CO1 (stereo unspecified)
 : 8, 8, 3, -15, -8, ?, -6, 6
63	CCOC(=O)c1c(N)nn(C(=O)c2ccccc2F)c1-c1ccc(OC)cc1
 : 4, -2, 10, -7, 24, 5, 25, 7
64	CCN(Cc1ccccc1)c1ccc(/C=N/NC(=S)NC(C)C)cc1
 : 28, -2, 2, 5, 15, 8, 23, 31
65	Fc1ccc(CSc2nnc(Cc3sc(-c4ccccc4)nc3-c3ccccc3)o2)cc1
 : 0, 6, -3, 1, -13, -5, -2, -2
66	CC(C)(C)NC(=O)CN(C(=O)c1snc(C(=O)NC2CCCCC2)c1N)c1ccc(F)cc1
 : 5, 3, -21, 10, -1, 10, 24, 16
